Assay outcomes as filed in PubChem BioAssay.
EP2 modulator: modulators of human EP2 prostaglandin E2 receptor; P43116; EP2-expressing cells, cAMP HTRF FRET, PGE2 co-stimulation; induction, % at 25 µM; 260,000 tested, 0.83% active;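 active = compounds whose cAMP rise, as percent of the full-agonist control response, exceeds 60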;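 also: rat C6 glioma line stably carrying human EP2 under a CMV promoter; the protocol text gives 20 µM as final concentration; 100% = response of wells given 1 µM PGE2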
Target sequence (P43116 whole entry, looked up): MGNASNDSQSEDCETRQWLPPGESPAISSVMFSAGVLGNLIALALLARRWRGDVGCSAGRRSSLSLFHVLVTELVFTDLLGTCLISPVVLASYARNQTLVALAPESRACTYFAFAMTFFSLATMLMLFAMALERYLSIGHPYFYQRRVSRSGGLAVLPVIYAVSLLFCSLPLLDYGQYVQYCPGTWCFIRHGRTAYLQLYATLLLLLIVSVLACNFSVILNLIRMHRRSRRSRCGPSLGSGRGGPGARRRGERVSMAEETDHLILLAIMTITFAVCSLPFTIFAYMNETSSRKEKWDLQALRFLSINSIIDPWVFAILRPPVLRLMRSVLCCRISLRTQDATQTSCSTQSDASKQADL
PGE2 EP2 inh: inhibitors of human EP2 prostaglandin E2 receptor | inhibition, % at 25 µM | C6 glioma cells expressing human EP2, cAMP TR-FRET; cells stimulated with saturating PGE2 | 260,000 tested, 0.52% active | P43116;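 active = percent inhibition above 40 after rounding to a whole number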;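 also: rat C6 glioma host cells with rolipram phosphodiesterase inhibitor present; the protocol text gives 20 µM as final concentration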
Active calls of the source: *.

SMILES	EP2 modulator	PGE2 EP2 inh
Cc1ccc(C)c2[nH]c(=O)c(CN(CCN3CCOCC3)C(=O)Nc3ccccc3Cl)cc12	-21	7
COc1ccc(/C(O)=C2/C(=O)C(=O)NC2c2ccc(C)cc2)cc1OC (centres undefined)	1	10
CC[C@@H](Cn1nc(-c2cccs2)oc1=O)NC(=O)c1cnn2c(C(F)F)cc(C)nc12	-20	7
COc1ccccc1Nc1nc(Nc2ccc(C(C)=O)cc2)nc(C)c1[N+](=O)[O-]	-15	8
CCc1nnc(NC(=O)c2c(-c3ccccc3)noc2C)s1	3	11
CN(CC(=O)NCc1ccc2c(c1)OCO2)S(=O)(=O)c1ccc(F)cc1	-2	10
COc1ccc(OC)c(C(c2nnnn2CCc2ccccc2)N2CCC(C)CC2)c1 (centres undefined)	14	5
COc1ccc(NC(=O)CCCCCN2C(=O)c3cccc4cccc(c34)C2=O)cc1	-25	13
CN(C)c1ccc(C2NC(=O)c3ccccc3N2)cc1 (centres undefined)	-18	8
Cc1ccc2[nH]c(=O)c(CN(Cc3ccco3)C(=O)Nc3ccc(F)cc3)cc2c1	15	11
O=C(N1CCC(Nc2nc3c(c(=O)[nH]2)CCCC3)CC1)C1(c2ccccc2)CC1	-21	5
CN1CCN(C(=O)C2CC(c3ccc(Cl)cc3)=NO2)CC1 (centres undefined)	-24	7
Cc1cc(C(F)(F)F)c2c(NCc3ccnc4ccccc34)n[nH]c2n1	-104	3
Cc1ccc(S(=O)(=O)NCC(C)NC(=O)CN2CCOCC2)cc1 (centres undefined)	6	15
O=C(NC1CCN(C(=S)NCc2ccco2)CC1)c1ccccc1	2	8
CNC(=S)N(Cc1cccnc1)Cc1cc2cc3c(cc2[nH]c1=O)OCO3	3	12
CCc1ccc2[nH]c(=O)c(CN(Cc3cccs3)S(=O)(=O)c3ccc4c(c3)OCCO4)cc2c1	-96	26
COc1ccc(-n2c(SCC(=O)Nc3cccc(Cl)c3Cl)nc3ccccc3c2=O)cc1	-17	4
COCCNC(=O)CN1CCC(NC(C)=O)CC1	7	7
O=C(c1cccnc1)N1CCN(C2CCCC2)CC1	4	12
CCOC(=O)C1CCN(C(c2cc3c(C)cc(C)cc3[nH]c2=O)c2nnnn2CCOC)CC1 (centres undefined)	-12	12
CCN(CC)c1ccc(NC(=O)Cn2nnc(-c3ccc(CN4CCOCC4)cc3)n2)c(C)c1	0	20
CN1CCN(S(=O)(=O)c2ccc(NC(=O)C3CCCCC3C(=O)O)cc2)CC1 (centres undefined)	-16	8
CCn1c(N2CCN(N=O)CC2)nc2c1c(=O)n(C)c(=O)n2C	-3	9
Cn1nnc2cc(NC(=O)Nc3ccc(F)cc3)ccc21	-21	12
CCOC(=O)c1cc2sc(C)cc2n1CC(=O)N(C(C)C)C(C)C	25	7
OCCCn1cc(CN2CCC(O)(c3ccccc3F)CC2)c2ccccc21	-59	7
CNC(=S)N(Cc1cccs1)Cc1cc2cc3c(cc2[nH]c1=O)OCCO3	4	17
Cc1cc(C)c2[nH]c(=O)c(CN(Cc3ccccc3)S(=O)(=O)c3cccc4nsnc34)cc2c1	13	14
Cc1cc2nc(SCC#N)[nH]c2cc1C	-49	7
COc1ccccc1OCCCC(=O)Nc1nc2ccccc2s1	-59	7
CN(C)CCCNc1c2c(nc3cc(-c4cccc(F)c4)nn13)CCCC2	-45	25
Cc1ccc(C)c2nc(SCC(=O)NCC3CCCO3)c(C#N)cc12 (centres undefined)	10	8
COCCCn1c(SCC(N)=O)nnc1-c1ccc(S(=O)(=O)N2CCCCC2)cc1	-11	3
Oc1ccc2cn[nH]c2c1	-26	12
OC1(c2ccccc2F)CCN(Cc2ccccc2OCCN2CCOCC2)CC1	-31	2
Cc1ccc2n1CCN(C(=O)COc1ncnc3ccccc13)C2C(C)C (centres undefined)	-30	6
COC(=O)C1=C(C)NC(=O)NC1c1ccc(-c2ccc(C#N)cc2)o1 (centres undefined)	-23	8
O=C(NC1CCCCC1)c1c(O)c2ccccc2[nH]c1=O	21	8
CCOc1cc(C2C(C#N)=C(N)OC3=C2C(=O)CCC3)ccc1OCCN1CCOCC1 (centres undefined)	-20	3
COc1cccc(N2CCN(C(c3cccs3)c3nnnn3C3CCCCC3)CC2)c1 (centres undefined)	7	7
Cc1ccc(-n2nnnc2SCC(=O)Nc2nc3c(s2)CCCC3)cc1C	-29	19
O=C(CC1CC2CCC1C2)Nc1nnc(-c2ccccc2Cl)s1 (centres undefined)	-9	14
CC1(C)Oc2ccc(S(=O)(=O)NCCCN3CCCC3=O)cc2NC1=O	6	6
O=C(O)[C@@H]1[C@H](C(=O)Nc2ncccn2)[C@@H]2C=C[C@H]1O2	22	11
COc1ccccc1-n1c(SCC(=O)N2CCC(C)CC2)nnc1-c1ccccc1	16	19
FC(F)(F)c1cc(NC(=S)N2c3ccccc3-n3cccc3[C@H]2c2cccnc2)cc(C(F)(F)F)c1	-16	44*
CCc1ccc2[nH]c(=O)c(CN(Cc3ccc(F)cc3)C(=S)NCc3ccco3)cc2c1	-34	12
Cc1cc2cc(C(c3nnnn3C3CCCC3)N3CCN(Cc4cccnc4)CC3)c(=O)[nH]c2cc1C (centres undefined)	-26	9
O=C(CCCc1ccccn1)c1ccccc1	-8	15

Seven entries from above, sorted by the value under EP2 modulator, high to low:
SMILES | EP2 modulator
O=C(O)[C@@H]1[C@H](C(=O)Nc2ncccn2)[C@@H]2C=C[C@H]1O2 | 22
COc1ccccc1-n1c(SCC(=O)N2CCC(C)CC2)nnc1-c1ccccc1 | 16
COc1cccc(N2CCN(C(c3cccs3)c3nnnn3C3CCCCC3)CC2)c1 (centres undefined) | 7
O=C(CCCc1ccccn1)c1ccccc1 | -8
FC(F)(F)c1cc(NC(=S)N2c3ccccc3-n3cccc3[C@H]2c2cccnc2)cc(C(F)(F)F)c1 | -16
Cc1cc2cc(C(c3nnnn3C3CCCC3)N3CCN(Cc4cccnc4)CC3)c(=O)[nH]c2cc1C (centres undefined) | -26
Cc1ccc(-n2nnnc2SCC(=O)Nc2nc3c(s2)CCCC3)cc1C | -29

Profiles from above:
Listed for FC(F)(F)c1cc(NC(=S)N2c3ccccc3-n3cccc3[C@H]2c2cccnc2)cc(C(F)(F)F)c1 = EP2 modulator: -16; PGE2 EP2 inh: 44*
Listed for O=C(CCCc1ccccn1)c1ccccc1 = EP2 modulator: -8; PGE2 EP2 inh: 15
Listed for COc1cccc(N2CCN(C(c3cccs3)c3nnnn3C3CCCCC3)CC2)c1 (centres undefined) = EP2 modulator: 7; PGE2 EP2 inh: 7

The listing continues:
SMILES	EP2 modulator	PGE2 EP2 inh
COC(=O)c1ccc(C(=O)Nc2nc3ccc(C(=O)OC)cc3s2)cc1	-7	21
Cc1cc(OC(C)C)ccc1/C(O)=C1/C(=O)C(=O)N(CCN(C)C)C1c1cccnc1 (centres undefined)	-8	3
COc1ccc(OC)c2c1cc(C(=O)N1CCN(C3CCCCC3)C(=O)C1)n2C	-45	9
O=c1[nH]c2nonc2nc1/C=C(\O)c1ccccc1	-20	5
Cc1cccc2cc3c(N)[nH]nc3nc12	-66	13
N#C/C(=C\c1ccc(O)c(O)c1)C(=O)NCc1ccccc1	46	12
Cc1cccc(N2CCN(CC(O)c3ccc4c(c3)OCCCO4)CC2)c1C (centres undefined)	-26	5
COC1CCC(C(=O)NC(C)c2nc(-c3cccnc3)n[nH]2)CC1 (centres undefined)	-3	4
N=c1c(C(=O)NCc2cccnc2)cc2c(=O)n3ccccc3nc2n1Cc1cccnc1	8	12
CCOc1ccc2nc(NC(=O)Cc3ccc(OC)c(OC)c3)sc2c1	-15	21

A stretch from the list above:
SMILES	EP2 modulator	PGE2 EP2 inh
COC(=O)c1ccc(C(=O)Nc2nc3ccc(C(=O)OC)cc3s2)cc1	-7	21
Cc1cc(OC(C)C)ccc1/C(O)=C1/C(=O)C(=O)N(CCN(C)C)C1c1cccnc1 (centres undefined)	-8	3
COc1ccc(OC)c2c1cc(C(=O)N1CCN(C3CCCCC3)C(=O)C1)n2C	-45	9
O=c1[nH]c2nonc2nc1/C=C(\O)c1ccccc1	-20	5

(listing goes on)
SMILES	EP2 modulator	PGE2 EP2 inh
CC(NC(=O)Cn1cc(C#N)c2cc(Br)ccc21)c1ccccc1 (centres undefined)	-93	7
CN1[C@@H]2CC[C@H]1CC(OC(c1ccccc1)c1ccccc1)C2 (some centres undefined)	-15	57*
CCn1c(SCC(=O)Nc2ccc(NC(=O)c3ccc(C)cc3)cc2C)nnc1-c1cccs1	-12	8
CCC(c1nnnn1CCc1ccccc1)N(Cc1cc2cccc(C)c2[nH]c1=O)CC1CCCO1 (centres undefined)	36	14
COc1ccc(-c2nnn(CC(=O)Nc3ccc(F)cc3F)n2)cc1OC	-72	9
O=C(NCC1Cc2ccccc2O1)c1cc2ccccc2oc1=O (centres undefined)	-47	8
Cc1ccc(NC(=O)CSc2nncn2-c2ccccn2)cc1Cl	-70	7
COc1ccc(C)cc1NC(=O)C1CCN(S(=O)(=O)c2ccc(OC)c(OC)c2)CC1	-46	5
Cc1cccc(NC(=O)CSc2nnnn2-c2ccc3c(c2)CCC3)n1	-79	5
COc1ccccc1NC(=O)C1=C(C)NC2=C(C(=O)CC(C)(C)C2)C1c1cccc(Cl)c1Cl (centres undefined)	6	15
CCC1CCCCN1S(=O)(=O)c1cc(Cl)ccc1Cl (centres undefined)	29	4
CC(=O)Nc1ccc(C2=N/C(=C/c3cccs3)C(=O)O2)cc1	-105	17
COc1cc(/C=C2/C(=O)NN(c3cccc(Cl)c3)C2=O)cc(OC)c1O	-18	9
CCCN(C(=O)C(C)C)c1nnc(-c2cc(OC)c(OC)c(OC)c2)s1	-34	12
CC(C)c1ccc(OCC(=O)Nc2cccc(NC(=O)c3cccs3)c2)cc1	-47	5
CCC(CC)c1nnc(NC(=O)c2ccc(NC(C)=O)cc2)s1	-42	6
O=C(NNS(=O)(=O)c1ccc(Cl)cc1)c1c(O)c2ccccc2[nH]c1=O	-37	5
OC(CN1CCC2(CC1)CC(O)c1ccccc1O2)c1ccc(Cl)cc1 (centres undefined)	-85	12
Cc1nc2c(c(=O)[nH]1)CCN(C(=O)c1cc(C(C)(C)C)[nH]n1)C2	-23	13
C=CCn1c(N2CCC(C)CC2)nc2c1c(=O)[nH]c(=O)n2C	12	6
O=C(CCSc1nc(-c2ccco2)cc(C(F)(F)F)n1)N1CCCCCC1	-39	14
CCn1c(SCC(=O)Nc2cccc(Cl)c2C)nnc1C1CCCCC1	12	6
Cc1ccc(-n2cc(CN3CCC(O)(c4ccc(C)cc4)CC3)cn2)cc1	-68	8
CCOCCCNC(=O)c1ncoc1-c1ccc(F)cc1	-23	4
CC(=O)N1CCN(c2ccc(NC(=O)COc3cccc(C)c3C)cc2)CC1	-4	6
CCC(C)(C)n1nnnc1C(c1cccc(C#N)c1)N1CCN(C(=O)c2ccco2)CC1 (centres undefined)	0	9
CCCn1c(SCC)nc2c1c(=O)[nH]c(=O)n2C	32	8
COc1ccc(NC(=O)c2ncoc2-c2ccc(OC)c(OC)c2)c(OC)n1	-3	7
Cc1cc(C)c2c(NCc3ccc(N(C)C)cc3)n[nH]c2n1	-86	15
COc1cc(S(=O)(=O)n2ccc(C)n2)c(C)cc1C	22	9
COC(=O)C(C)c1ccc(C(=O)c2cccs2)cc1 (centres undefined)	10	8
CCn1c(CSc2nc(C)cc(C)n2)nnc1SCc1ccc(C)cc1	5	6
Cc1cc(C(=O)NCC(=O)N2CCC3(CC2)NC(=O)c2ccccc2N3)c(C)o1	9	10
Cc1cccn2c(=O)c3cc(C(=O)NC4CCCCC4)c(=N)n(CC4CCCO4)c3nc12 (centres undefined)	-33	10
Cc1nc2sc3c(c2c2nnc(SCC(=O)Nc4ccccc4Cl)n12)CCCC3	-21	15
O=C1c2ccccc2-c2cc([N+](=O)[O-])c([N+](=O)[O-])cc21	-35	64*
NC(=O)Cn1cc(C(=O)c2ccco2)c2ccccc21	-4	19
COc1c(Cl)cc(Cl)cc1C1C(C#N)=C(N)Oc2n[nH]c(-c3cc(C)sc3C)c21 (centres undefined)	-37	10
CC1(C)CC(=O)C2=C(C1)OC1=C(C(=O)CC(C)(C)C1)C2c1ccncc1	-9	14
O=C(NCCc1nc(-c2ccncc2)n[nH]1)C1CCCC1	-29	13
COCCCN1C(=O)C(=O)/C(=C(\O)c2cccc(OC)c2)C1c1ccncc1 (centres undefined)	-4	17
Cc1ccc2c(c1)C(O)CC1(CCN(CC(O)c3ccc(Cl)cc3)CC1)O2 (centres undefined)	-79	10
CCc1c(C)nc(SCC(=O)Nc2ccc3c(c2)OCO3)[nH]c1=O	-11	11
O=C(NCCO)C1CCCN(S(=O)(=O)c2ccc(Cl)cc2)C1 (centres undefined)	-6	10
COc1cc(NC(=O)c2cc(-c3ccccc3Cl)on2)cc(OC)c1OC	-65	8
C=CCNc1nnc(SCC(=O)NCc2ccccc2)c2ccccc12	-8	14
COCCN(C(=O)CCC1CCCC1)c1nnc(-c2ccc(F)cc2)s1	13	11
COc1ccc(Cc2ccc3[nH]c(=O)cc(C)c3c2)cc1S(=O)(=O)O	20	40*
Cc1cc2ccccc2n2c(=O)n(CC(C)NC(=O)CCc3cc(Cl)no3)nc12 (centres undefined)	1	4
Cc1ccc(C)c2[nH]c(=O)c(CN(Cc3cccs3)S(=O)(=O)c3ccccc3Cl)cc12	3	16
(listing goes on)
SMILES	EP2 modulator	PGE2 EP2 inh
O=C(CSc1nc(-c2cccs2)cc(C(F)(F)F)n1)NC1CCCC1	-109	15
CC(=O)c1cn(CC(=O)N2CCOCC2)c2ccccc12	-11	9
CCOC(=O)c1cc2occc2n1CC(=O)NC(C)C	1	11
N#Cc1cc2c(nc1SCC(=O)Nc1ccccc1)CCCCC2	-10	13
CC(O)CNCc1ccc2c(c1)OCO2 (centres undefined)	-31	10
CCn1c(SCC(=O)Nc2nc(C)cs2)nnc1-c1ccncc1	-30	4
CC(=O)NC(CC(C)C)c1nc2cccnc2n1C(C)C (centres undefined)	0	6
CC(=O)N1CCN(C(=O)c2ccco2)CC1	-23	5

Only part of the results is shown (hit frequency here may not be typical).
